OX1R antag – blocks the human orexin 1 receptor; O43613; CHO/OX1R cells, Fluo-8 calcium fluorescence, orexin A; inhibition, % at 5 µM; 330,000 tested, 0.43% active; AID 434989;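 active = inhibition above its plate's threshold, mean inhibition of all tested compounds on the plate plus 3 SD, cut at about 37% in these data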;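 also: 0% = orexin A challenge wells and 100% = SB-334867-A antagonist wells; not every result past the cut was called active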
Target sequence (O43613 whole entry, looked up): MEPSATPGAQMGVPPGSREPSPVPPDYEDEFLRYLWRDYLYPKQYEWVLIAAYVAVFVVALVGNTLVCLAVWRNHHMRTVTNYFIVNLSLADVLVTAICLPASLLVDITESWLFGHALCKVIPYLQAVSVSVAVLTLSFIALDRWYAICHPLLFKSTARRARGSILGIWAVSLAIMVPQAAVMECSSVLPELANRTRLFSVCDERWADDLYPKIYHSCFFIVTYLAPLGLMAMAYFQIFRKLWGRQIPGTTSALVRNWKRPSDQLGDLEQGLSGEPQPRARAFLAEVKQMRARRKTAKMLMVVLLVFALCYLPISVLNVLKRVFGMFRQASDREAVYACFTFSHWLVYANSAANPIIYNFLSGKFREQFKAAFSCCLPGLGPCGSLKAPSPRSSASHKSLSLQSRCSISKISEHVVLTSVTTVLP
CHT PAM – allosteric activators of human choline transporter CHT; Q9GZV3; CHT-expressing cells, membrane potential dye, choline EC20; stronger effect = higher value; LV-AA mutant CHT in HEK293 cells; B-score at 10 µM; 310,000 tested, 0.49% active;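 active = initial fluorescence not abnormally high and integrated response B-score, plate-corrected, over 3 SD above library mean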
Target sequence (Q9GZV3 whole entry, looked up): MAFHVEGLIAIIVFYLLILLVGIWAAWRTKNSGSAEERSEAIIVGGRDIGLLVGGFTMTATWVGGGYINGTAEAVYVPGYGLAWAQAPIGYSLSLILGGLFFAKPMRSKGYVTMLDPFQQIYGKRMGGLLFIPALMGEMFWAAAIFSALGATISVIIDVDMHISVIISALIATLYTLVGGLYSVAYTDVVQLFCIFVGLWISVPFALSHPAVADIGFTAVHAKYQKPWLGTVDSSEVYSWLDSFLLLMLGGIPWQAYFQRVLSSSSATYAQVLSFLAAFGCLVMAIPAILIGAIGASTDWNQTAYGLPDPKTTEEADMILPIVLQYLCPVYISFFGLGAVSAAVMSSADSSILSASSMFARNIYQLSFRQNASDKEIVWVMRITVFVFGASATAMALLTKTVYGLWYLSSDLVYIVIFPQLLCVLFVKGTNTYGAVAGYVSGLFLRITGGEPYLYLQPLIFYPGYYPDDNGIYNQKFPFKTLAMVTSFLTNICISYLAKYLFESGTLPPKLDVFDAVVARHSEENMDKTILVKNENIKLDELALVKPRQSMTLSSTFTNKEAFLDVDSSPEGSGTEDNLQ
Active calls of the source: *; i = inactive; . = not tested or not shown.

Order of values – OX1R antag, CHT PAM
> CC(C)[C@H](NC(=O)c1ccccc1)C(=O)OCC(=O)N1CCc2ccccc2C1
→ -21.1, i
> CC(C)N(C(=O)Cn1c(SCC(=O)NC2CC2)nc2ccccc21)C(C)C
→ -26.5, i
> O=C(Nc1ccc2c(c1)OCCO2)c1cccc(S(=O)(=O)N2CCCCC2)c1
→ -32.7, i
> C/C(=N\NC(=O)NC1CCCCC1)c1ccc(OC(F)F)cc1OC(F)F
→ -22.0, i
> COc1ccc(CCNC(=S)NC2CCN(Cc3ccccc3)CC2)cc1
→ -20.9, i
> CCS(=O)(=O)c1ccc(O)c(NC(=O)c2ccc(S(=O)(=O)N3CCCCCC3)cc2)c1
→ -4.6, .
> COCCn1c(C)cc(C(=O)COC(=O)c2ccc(-n3nc(C)cc3C)cc2)c1C
→ -22.6, i
> COc1ccccc1OCc1ccc(C(=O)N2N=C(C(F)F)CC2(O)C(F)F)o1 (stereo not drawn)
→ -9.7, i
> CCCOC(=O)CN1C(=O)c2ccccc2C1=O
→ 4.8, i
> O=[N+]([O-])c1ccc(Sc2cc[n+]([O-])c3ccccc23)c([N+](=O)[O-])c1
→ 1.8, i

Single entries from the list.
CC(C)[C@H](NC(=O)c1ccccc1)C(=O)OCC(=O)N1CCc2ccccc2C1 – OX1R antag: -21.1
CCS(=O)(=O)c1ccc(O)c(NC(=O)c2ccc(S(=O)(=O)N3CCCCCC3)cc2)c1 – OX1R antag: -4.6

Filtered by structure: those above containing an aryl thioether with sulfur outside any ring.
Order of values – OX1R antag, CHT PAM
> CC(C)N(C(=O)Cn1c(SCC(=O)NC2CC2)nc2ccccc21)C(C)C
→ -26.5, i
> O=[N+]([O-])c1ccc(Sc2cc[n+]([O-])c3ccccc23)c([N+](=O)[O-])c1
→ 1.8, i

Next section
Order of values – OX1R antag, CHT PAM
> CCc1ccc(-c2cc(C(=O)Nn3cnnc3)c3ccccc3n2)cc1
→ 9.9, i
> CC1(C)CC2(CC(C)(C)N1)OC(=O)N1CCc3ccccc3C12C (stereo not drawn)
→ -7.0, i
> O=C(Cc1ccc2ccccc2c1)Nc1ccccc1Br
→ -6.6, i
> Nc1cccc(-c2nc3ncccc3o2)c1
→ -8.9, i
> Cc1ccc(C(=O)C2=C(O)C(=O)N(c3ncccn3)C2c2ccc(Br)cc2)o1 (stereo not drawn)
→ -19.4, i
> O=C(NNC(=O)c1ccccc1O)c1ccc(-c2ccc([N+](=O)[O-])cc2)o1
→ 3.2, i
> O=C(c1cc2ccccc2oc1=O)N(Cc1ccco1)Cc1cccs1
→ -31.3, i
> O=C(NCCCN1CCCC1)c1ccc(CSCc2cccc(Cl)c2)o1
→ -15.5, i
> COc1ccc2nc(NC(=O)C3CCN(S(=O)(=O)c4cnc[nH]4)CC3)sc2c1
→ -8.0, i
> CCn1c(SCC(=O)Nc2ncc(C(F)(F)F)cc2Cl)nnc1-c1cccc(C)c1
→ -32.7, i
> COc1ccc(CCCc2nnc(SCC(=O)Nc3nc(C)cs3)n2C)cc1
→ -25.3, i
> COc1ccc(CN(C)CC(O)COC(c2ccc(OC)cc2)c2ccc(OC)cc2)cc1 (stereo not drawn)
→ 12.3, i
> CN1C(C(=O)N2CCc3ccccc3C2)=CC(c2ccc(F)cc2)=NS1(=O)=O
→ -16.6, 6.69*
> CCCOc1c(Br)cc(C2C3=C(CCCC3=O)N(CC)C3=C2C(=O)CCC3)cc1OC
→ -48.1, i
> C/C(=N\NC(=O)c1cccnc1)c1ccc(-c2ccccc2)cc1
→ -25.4, i
> C=CCNC(=O)C1CC(=O)N(c2ccc(OCC(=O)Nc3ccc(C)cc3)cc2)C1 (stereo not drawn)
→ -5.3, i
> COc1ccc(S(=O)(=O)N(CC(=O)Nc2cccnc2)c2ccccc2OC)cc1
→ -22.1, i
> CCc1ccc(NC(=O)CSc2nnnn2-c2cccnc2)cc1
→ -14.9, i
> Cc1cccc(CCNC(=O)CCS(=O)(=O)c2ccc(Br)cc2)c1
→ -23.1, i
> COc1ccc(C2=CSC3=NCCN23)cc1Cl
→ -21.5, i
> N/C(=N\OC(=O)CC1CCCCC1)c1ccc(Cl)cc1
→ -10.4, i
> Cc1ccccc1OCC(=O)N(CC(C)C)c1c(N)n(CC(C)C)c(=O)[nH]c1=O
→ -8.6, i
> COc1cc(C(=O)Nc2nnc(C3CC3)s2)ccc1OCc1c(C)noc1C
→ -29.0, i
> CC(=O)N1CCN(c2ccc(NC(=O)c3ccc([N+](=O)[O-])cc3)cc2)CC1
→ -2.3, i
> CCOc1cc(C(=O)N/N=C\c2cn(CC)nc2C)cc(OCC)c1OCC
→ 3.5, i
> CCCNc1nc(-c2ccccc2)c(C(=O)OCC)cc1C#N
→ -26.8, i
> Cc1cc(C)n2nc(SCC(=O)NC(=O)c3ccccc3Cl)nc2n1
→ -10.3, .
> CCN(CC)C(=O)c1ccc(Nc2nnc(C)c3ccccc23)cc1
→ -11.3, i
> Cc1ccc(SCCC(=O)OC(C)C(=O)Nc2ccccc2)cc1 (stereo not drawn)
→ -17.2, i
> COc1ccc(C)cc1NC(=O)c1cc(S(=O)(=O)N2CCCCC2)ccc1N1CCOCC1
→ -13.9, .
> Clc1ccc(N2CCN(/N=C/c3cccnc3)CC2)cc1
→ -26.3, i
> CCc1ccc(-c2nn(Cc3ccccc3)cc2C(=O)NCC2CCCO2)cc1 (stereo not drawn)
→ -36.8, .
> COc1ccc(CC(=O)O/N=C(\N)c2ccccn2)cc1OC
→ ., i
> NC(=O)c1nc(-c2ccco2)nc2c1[nH]c(=O)n2-c1ccc(Cl)c(Cl)c1
→ -12.4, i
> O=C(NCc1ccco1)c1ccc(C(=O)NCc2ccco2)s1
→ -19.0, i
> Cc1nc(Sc2cccn2C)c(C(F)(F)F)c(=O)[nH]1
→ 3.0, i
> C(=N\n1cnnc1)/c1ccc2c(c1)OCCO2
→ -4.7, i
> O=C(NNC1CC(=O)N(c2ccccc2)C1=O)c1ccco1 (stereo not drawn)
→ -5.5, i
> COc1cc(SC)ccc1C(=O)Nc1nc(C)cc(C)n1
→ -15.9, i
> CSCC[C@@H](Nc1nc(-c2ccccc2)nc2c1oc1ccccc12)C(=O)O
→ -0.6, i

(continued)
SMILES	OX1R antag	CHT PAM
O=C(Cn1cnc2ccccc2c1=O)NCCC(=O)Nc1ccccc1C(F)(F)F	-7.5	i
Cc1ccc(OCC(=O)NC2=NCCS2)cc1	-1.3	i
O=[N+]([O-])c1ccc2nc(SCc3cn4cccnc4n3)[nH]c2c1	-10.3	i
COc1cccc(CNc2ccc3c(c2)CCC3)c1	-8.0	i
CN(C)Cc1ccccc1Sc1ccc(O)cc1O	-16.7	i
O=C(Cn1nnc2ccccc2c1=O)Nc1ccc(S(=O)(=O)N2CCOCC2)cc1	0.4	i
Nc1cc(S(=O)(=O)N2CCOCC2)ccc1Oc1ccc(F)cc1	2.0	i
O=C(CCCOc1ccc(Cl)cc1Cl)N1CCCc2ccccc21	-29.1	i
CNC(=O)c1sc(-c2ccc(Cl)cc2)nc1C	-8.6	i
COc1ccc(-c2nc3ccccc3s2)cc1O	85.5*	i
O=C(COC(=O)c1ccc([N+](=O)[O-])s1)Nc1ccc(F)cc1	3.1	.
Cc1ccc(C(=O)NN2C(=O)C3C4C=CC([C@@H]3C2=O)C42CC2)cc1 (stereo partly drawn)	-2.1	i
O=C(c1ccc([N+](=O)[O-])o1)N1CCN(c2nc3c(F)cc(F)cc3s2)CC1	-2.4	i
COc1ccc(CCn2c(-n3nc(C)cc3C)nc3c2c(=O)[nH]c(=O)n3C)cc1	3.0	i
Cc1ccc(S(=O)(=O)N2CCN(C(=O)c3ccc4c(c3)OCO4)CC2)cc1	-16.3	i
COc1ccccc1CN1CCC(n2nccc2NC(=O)CCCc2ccccc2)CC1	-18.7	i
Nc1nc(Nc2ccc(Cl)cc2)c(NC=O)c(=O)[nH]1	2.7	i
O=C(Nc1ccc(-n2cc(Cl)cn2)cc1)c1ccncc1	-7.2	i
O=[N+]([O-])c1cccc(CN2C[C@@]34C=C[C@@H](C[C@@H]3S2(=O)=O)O4)c1	2.6	i
O=C(COC(=O)c1ccccc1C(=O)c1ccccc1)Nc1cccc([N+](=O)[O-])c1	-24.1	i
Cc1onc(-c2ccccc2Cl)c1C(=O)c1ccccc1	-12.1	i
COc1ccc(-c2ccc(N)cn2)cn1	-8.3	.
CC1/C(=N/O)CC(c2ccccc2)NC1c1ccccc1 (stereo not drawn)	-4.3	i
COc1ccc(CN2CCSCC2)c(OC)c1C	.	i
CCOC(=O)c1c(-c2ccccc2Cl)cn2ccccc12	-9.3	i
CCN1CCN(C(C(=O)NC2CCCC2)c2cc3c(cc2[N+](=O)[O-])OCO3)CC1 (stereo not drawn)	-23.9	i
COc1cc(CNc2ncn[nH]2)ccc1OCc1ccccc1C	-1.6	i
CC(=O)N(C)C1(c2nnnn2CCOC(=O)Nc2cccc3ccccc23)CCCC1	-22.5	i
CC(=O)Nc1ccc2nc(NC(=O)C(Cl)(Cl)Cl)sc2c1	-0.8	i
Cc1cc(C)nc(NS(=O)(=O)c2ccc(NC(=S)NC(=O)c3cccnc3)cc2)n1	-0.9	i
CCCOc1ccc(N2C(=O)CC(N3CCN(c4nc5ccccc5s4)CC3)C2=O)cc1 (stereo not drawn)	-23.9	i
CN(C)CCn1c(=S)[nH]c2ccccc2c1=O	-13.1	i
O=S(=O)(NCC1(N2CCOCC2)CCCCC1)c1ccc(F)c(F)c1F	-10.3	i
CCOc1ccccc1NC(=O)c1ccc2c(c1)C(=O)N(CC(C)C)C2=O	-31.3	i
Cc1nc(CC(C)C)cc(C(=O)N2CCCC(Nc3ccc(C)c(C)c3)C2)n1 (stereo not drawn)	-24.5	i
Cc1ccc(/C(O)=C2\C(=O)C(=O)N(Cc3cccnc3)C2c2ccccc2[N+](=O)[O-])cc1 (stereo not drawn)	-10.3	i
c1ccc2c(c1)CCCN2c1nc(N2CCOCC2)nc(N2CCOCC2)n1	-17.8	i
COc1cccc(Nc2ncnc3c2cnn3C)c1	8.9	i
O=C(c1ccccc1F)N1CCN(c2ccccn2)CC1	.	i
O=C(O)CC(NC(=O)Cc1ccccc1)c1cc([N+](=O)[O-])ccc1Cl (stereo not drawn)	-15.4	i
Cc1ccc(Nc2nnc(SCC(=O)NC3CC3)s2)cc1	-5.6	.
COc1ccc(C(=O)/C=C/c2ccc(OC)c(CN3CCOCC3)c2)cc1	-11.9	i
O=C(O)CC(Cc1ccc(Cl)cc1)C(=O)Nc1ccc([N+](=O)[O-])cc1 (stereo not drawn)	-3.7	i
O=C(NCCc1ccc(Cl)cc1Cl)c1cccnc1	1.8	i
CCN(CC1COc2ccccc2O1)C(=O)CN1C(=O)NC(C)(c2ccc(C)cc2)C1=O (stereo not drawn)	-21.6	i
COc1ccc(OC)c(NC(=O)COC(=O)Cc2ccc(-c3ccccc3)cc2)c1	-18.7	i
CCc1nc2ccccc2n1Cc1ccccc1F	5.9	i
Fc1ccccc1N1CCN(c2nc3ccccc3n3nnnc23)CC1	-26.6	i

The final three entries of the part before open the next one.
SMILES	OX1R antag	CHT PAM
COc1ccc(OC)c(NC(=O)COC(=O)Cc2ccc(-c3ccccc3)cc2)c1	-18.7	i
CCc1nc2ccccc2n1Cc1ccccc1F	5.9	i
Fc1ccccc1N1CCN(c2nc3ccccc3n3nnnc23)CC1	-26.6	i
CN(C)N=Nc1ccc(S(N)(=O)=O)cc1	-17.8	i
COc1ccc(OC)c(NC(=O)Cc2csc(NC(=O)Nc3ccccc3OC)n2)c1	-6.3	i
CC(C)(C)c1cc[n+](-c2[nH]c(=O)sc2/C=N/NC(=O)c2ccccc2[O-])cc1	6.8	i
O=C(CCC(=O)N1CCN(c2cccc(Cl)c2)CC1)c1cccs1	-14.2	i
Cc1cc2cc(CN(CCN(C)C)C(=S)NCc3ccco3)c(=O)[nH]c2cc1C	-20.0	i
Fc1ccc(-c2cc(-c3cccs3)cc(-c3ccccc3)n2)cc1	-10.1	i
CCc1c(C(=O)NC2CCCC2)csc1C	-19.6	i
CCOC(=O)C(NC(=O)c1ccc(F)cc1)(Nc1nnc(C)s1)C(F)(F)F (stereo not drawn)	-9.1	i
CCc1ccc(OCC(=O)NC(C)C)cc1	-16.4	i
O=C(Nc1ccc(Oc2cccnc2)nc1)c1ccc(C(F)(F)F)cc1	-4.5	i
CN1CCN(C(CNC(=O)C(=O)NC2CCCC2)c2ccc(F)cc2)CC1 (stereo not drawn)	-33.1	i
CC(=O)c1c(C)[nH]c(C(=O)OCC(=O)N2CC(C)OC(C)C2)c1C (stereo not drawn)	-6.7	i
COc1ccc(C(=O)CCC(=O)NCc2cc(OC)cc(OC)c2)cc1	-3.3	i
O=C(CN1CCCC1)Nc1c(C(=O)C2CC2)oc2ccccc12	-13.9	i
Nc1c(C(=O)CSc2nnc(Nc3ccc(F)cc3)s2)c(=O)[nH]c(=O)n1C1CC1	-23.7	.
CSCCC(C(=O)NCc1cccs1)N1C(=O)c2ccccc2C1=O (stereo not drawn)	-22.3	i
CCc1nnc(NC(=O)COc2ccccc2[N+](=O)[O-])s1	-9.3	i
CC1CCCN(C(=O)c2cn(-c3ccccc3)nc2-c2cccnc2)C1 (stereo not drawn)	-11.5	i
CCOc1ccc(S(=O)(=O)Nc2ccccc2C(=O)N2CCOCC2)cc1	-18.1	i
O=C(CSC1=NC2(CCCCC2)N=C1c1ccccc1)Nc1ccc2c(c1)OCCO2	-21.6	i
COc1ccc(C(C)(C)C)cc1NC(=O)C1CC(=O)N(C2CCCC2)C1 (stereo not drawn)	-4.7	.
COCCNC(=O)C(c1ccc(C)o1)N(C(=O)C(=O)NC1CCCCC1)c1ccc(F)cc1 (stereo not drawn)	-10.6	i
OC(COc1ccccc1CNCc1cccnc1)CN1CCc2ccccc2C1 (stereo not drawn)	-22.4	i
